Source: PubChem (several laboratories)
Hep lipid drop = inhibitors of hepatocyte lipid droplet formation, primary screen, imaging, high-throughput imaging, BODIPY stain; AML12 mouse hepatocytes, oleate lipid droplets; inhibition, % at 6.5 µM; 0.4% of 240,000 active; AID 1656, 2009;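 active means lipid droplet intensity inhibited by at least 50%, with more than 500 cells counted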
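Material – mouse AML12 hepatocyte cell line, fixed after treatment · Compound dosing – one dose, 6.5 µM compound · Times – compound with oleate, overnight · Measured by – Image-based BODIPY and DAPI two-channel analysis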
T cell modulator = modulators of CD8 T cell-vesicle binding, primary screen, mouse 2C CD8+ T cells, flow cytometry | AID 2052, 2009 | 2C CD8+ T cell-vesicle binding; hits give low values | calls only at 7 µM | 0.068% of 330,000 active;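 active means response, share of CD8 T cells binding vesicles, and their 90th percentile fluorescence all below set limits, cut at about 80% in these data, passing the limit was not always enough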
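Benchmarks: naked versus QL9-loaded vesicles / Assay system: purified 2C TCR transgenic mouse naive CD8+ T cells / Technique: high-throughput flow cytometry with anti-B7-1 and anti-CD8 staining / Timing: Cell–vesicle co-incubation 1.5 h at 37 °C, staining 20 min on ice / Read-out: percent CD8+ FL2 mean versus row control / Probe or stimulus: QL9-loaded Drosophila micro-vesicles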
GPR55 beta-arrestin = GPR55 agonists via beta-arrestin recruitment, primary screen, imaging, U2OS cells, beta-arrestin-GFP redistribution (AID 1961) | G-protein coupled receptor 55 (Homo sapiens) | 0.048% of 290,000 active | U2OS GPR55 beta-arrestin-GFP redistribution imaging; higher % means a stronger effect | one-dose activation, % at 10 µM; EC50 in µM for titrated hits;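 active means activation above 40% with more than 50 cells counted in the well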;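 further: U2OS osteosarcoma cells stably expressing GPR55 and beta-arrestin-GFP; plate controls were DMSO negative control for no effect and LPI positive control for full effect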
GPR35 arrestin U2OS = GPR35 antagonists blocking zaprinast-driven arrestin recruitment, primary screen, imaging, U2OS, beta-arrestin-GFP, zaprinast agonist (AID 2058); 0.052% of 290,000 active; U2OS GPR35 beta-arrestin-GFP translocation imaging, zaprinast antagonism; higher % means a stronger effect; inhibition, % at 10 µM, or IC50 in µM where a hit was titrated;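 active means inhibition of at least 50% with at least 30 cells and total cytoplasm GFP at most 10,000,000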
NTR1 agonist = agonists of NTR1, primary screen, imaging, U2OS cells, beta-arrestin-GFP, high content (AID 493036); activation, % at 20 µM; NTR1-U2OS beta-arrestin-GFP spot imaging, agonist mode; Neurotensin receptor type 1 (Homo sapiens), P30989; 0.17% of 330,000 active;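 active means activation at or above 40% of the spot to cytoplasm intensity ratio, with at least 20 cells analyzed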;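 further: 0% = DMSO without peptide and 100% = 100 nM NTR1 peptide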
Target sequence (P30989 whole entry, looked up): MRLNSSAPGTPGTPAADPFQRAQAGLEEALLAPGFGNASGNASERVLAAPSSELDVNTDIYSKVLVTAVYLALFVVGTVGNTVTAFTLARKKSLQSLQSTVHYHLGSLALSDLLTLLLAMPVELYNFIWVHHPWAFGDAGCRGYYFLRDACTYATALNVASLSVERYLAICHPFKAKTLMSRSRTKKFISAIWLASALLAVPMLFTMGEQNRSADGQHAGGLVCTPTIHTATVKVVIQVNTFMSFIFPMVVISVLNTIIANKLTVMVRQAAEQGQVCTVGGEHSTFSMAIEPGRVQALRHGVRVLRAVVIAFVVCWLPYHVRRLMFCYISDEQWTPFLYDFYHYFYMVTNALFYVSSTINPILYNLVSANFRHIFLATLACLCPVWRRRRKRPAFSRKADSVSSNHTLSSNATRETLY
GPR55 antagonists = GPR55 antagonists blocking LPI-driven arrestin recruitment, primary screen, imaging, U2OS, beta-arrestin-GFP, LPI agonist (AID 2013). G-protein coupled receptor 55 (Homo sapiens). U2OS GPR55 beta-arrestin-GFP translocation imaging, LPI antagonism; higher % means a stronger effect. one-dose inhibition, % at 10 µM; IC50 in µM for titrated hits. 0.13% of 290,000 active;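 active means spots per cell inhibited over 60%, with over 100 cells counted and total cytoplasm intensity under 500,000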;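 further: U2OS cells stably carrying GPR55 and arrestin-GFP stimulated by 5 µM LPI near EC80; imaged beta-arrestin-GFP aggregate spots per cell after agonist stimulation; plate controls were LPI-stimulated DMSO wells for no effect and DMSO wells without LPI for full effect; some results filed as inactive read as strong as hits; confirmed hits need IC50 under 10 µM and bright autofluorescent wells are also inconclusive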
LYP phosphatase = inhibitors of LYP phosphatase, biochemical, fluorescence intensity, uHTS (AID 1779) | Tyrosine-protein phosphatase non-receptor type 22 (Homo sapiens) | recombinant LYP phosphatase, fluorescence intensity; higher % means a stronger effect | 0.054% of 290,000 active | one-dose inhibition, % at 11.5 µM; IC50 in µM for titrated hits; in the data active means inhibition above about 50%;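 further: plate controls were vehicle with enzyme for no effect and no enzyme for full effect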
MgcRacGAP inhibition = MgcRacGAP GTPase-activating activity inhibitors, confirmation, biochemical, ADP Hunter fluorescence; Rac GTPase-activating protein 1 (Homo sapiens); AID 624330, 2012; 0.6% of 340,000 active; inhibition, % at 30 µM, or IC50 in µM where a hit was titrated; MgcRacGAP-stimulated Rac1 GTP hydrolysis, ADP Hunter fluorescence; higher % means a stronger effect; GST-tagged Rac1 F28L mutant substrate;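 active means first-screen hits whose inhibition reached a set limit at any dose in the follow-up dose series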;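 further: fluorescence reports GDP produced by GAP-driven GTP hydrolysis; strong numbers were not always called active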
Large T inhibition = SV40 large T antigen inhibitors, biochemical (AID 1903) | 0.39% of 310,000 active | SV40 large T antigen ATPase/helicase inhibition assay; higher % means a stronger effect | one-dose inhibition, % at 20 µM; IC50 in µM for titrated hits; in the data active means a potency from the dose series; further: strong numbers were not always called active
Hep lipid drop cells 6.5 µM = further read-out of Hep lipid drop, marked with its call; cell count; measured here: cell count, cytotoxicity flag;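 cells counted across two imaged fields per well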
T cell modulator vesicle-bound % = further read-out of T cell modulator, marked with its call; double positive events, %; measured here: CD8+ vesicle-bound cell fraction;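 binding gate set so that unloaded-vesicle control wells show 10% double positive cells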
NTR1 agonist cell count 20 µM = further read-out of NTR1 agonist, marked with its call; cell count; measured here: cell count, cytotoxicity flag
An asterisk follows results filed as active; i = inactive; x = not tested or not shown.

cpd	structure	Hep lipid drop	Hep lipid drop cells 6.5 µM	T cell modulator	T cell modulator vesicle-bound %	GPR55 beta-arrestin	GPR35 arrestin U2OS	NTR1 agonist	NTR1 agonist cell count 20 µM	GPR55 antagonists	LYP phosphatase	MgcRacGAP inhibition	Large T inhibition
1	CCOC(=O)c1c(C)[nH]c(C(=O)COC(=O)CNC(=O)c2ccc(Cl)cc2)c1C	35	661	i	51	0.2%	10%	0.3	41	0%	11%	10%	13%
2	COc1cccc(NC(=O)CSc2nc3c(c(=O)n2C)SC(C)C3)c1 (stereo not given)	3	654	i	30	-0.1%	6%	-1.9	62	-2%	0%	9%	7%
3	CCN(CC(O)COCc1ccc(Cl)cc1)C1CCCCC1 (stereo not given)	-3	645	i	34	0.3%	-2%	0.5	37	5%	0%	-3%	5%
4	Cc1ccc(OCc2ccccc2Br)c([N+](=O)[O-])n1	-1	865	i	25	-0.2%	-3%	-0.1	38	2%	-11%	11%	3%
5	CCc1ccccc1N(C(=O)c1ccco1)C(C(=O)NC1CCCC1)c1cccnc1 (stereo not given)	-1	806	i	22	0.0%	0%	3.5	47	1%	-11%	4%	4%
6	CCn1ncc(Br)c1C(=O)Nc1cccc(F)c1	10	670	i	16	0.0%	14%	2.5	52	-2%	-3%	3%	14%
7	COc1ccc(/C=C/C(=O)C2C(=O)C=C(C)OC2=O)cc1O (stereo not given)	8	517	i	13	-0.2%	26%	1.9	36	4%	-1%	16%	12%
8	Cc1cc(=O)[nH]c(CN2CCC(c3ccccc3)CC2)n1	-13	583	i	33	0.2%	-3%	3.1	38	-1%	-10%	x	24%
9	CC(C)C(C(=O)NC(C)(C)C)N(CCN1CCOCC1)C(=O)CNS(=O)(=O)c1ccccc1 (stereo not given)	-1	739	i	38	-0.1%	2%	-0.7	56	0%	-14%	2%	-7%
10	COc1ccc(C2C(C#N)=C(N)N(N(C)C)C3=C2C(=O)CC(C)(C)C3)cc1OC (stereo not given)	x	x	i	19	0.3%	-5%	0.3	89	5%	-2%	-4%	16%
11	COc1ccc(NC(=O)COC(=O)c2c3c(nc4ccccc24)CCCC3)cc1Cl	23	754	i	50	-0.1%	-12%	11	49	-4%	6%	-1%	5%
12	Cc1cc(NC(=O)c2ccc(S(=O)(=O)N3CCc4ccccc43)cc2)no1	-7	732	i	54	-0.3%	-5%	1.7	74	1%	5%	5%	4%
13	Cc1ccc(S(=O)(=O)N2CCN(CC3CC4C=CC3C4)CC2)cc1 (stereo not given)	1	505	i	48	-0.1%	3%	1.3	56	-5%	-12%	23%	7%
14	O=[N+]([O-])c1ccc(N2CCCC2)cc1NC(c1ccccc1)c1ccccc1	x	x	i	4	-0.1%	18%	1.3	39	11%	0%	17%	1%
15	O=C(NC1(C(F)(F)F)Oc2ccccc2O1)N1CCCC1	x	x	i	7	0.3%	4%	-1.3	78	22%	-6%	5%	4%
16	CN1CCCCCC1=Nc1ccccc1C#N	x	x	i	26	0.0%	-7%	-1.1	45	2%	0%	113µM*	-5%
17	O=C(c1ccco1)N1CCN(S(=O)(=O)c2ccc([N+](=O)[O-])cc2)CC1	8	732	i	26	-0.2%	6%	-0.4	39	5%	-5%	-13%	10%
18	CCC(C(=O)Nc1ncc(C)s1)c1ccccc1 (stereo not given)	-8	678	i	9	-0.2%	-4%	2.1	46	7%	-7%	7%	22%
19	Cc1nnc(SCC(=O)Nc2sc3c(c2C(=O)c2ccccc2)CCCC3)s1	6	724	i	16	0.2%	13%	6.1	72	-4%	2%	6%	7%
20	CCOC(=O)C(O)(NC(=O)c1cccnc1)C(F)(F)F (stereo not given)	4	733	i	39	-0.1%	16%	0.9	55	7%	-6%	4%	0%
21	CCC(C)(C)NC(=O)c1ccc2c(c1)N(CC(=O)OC)C(=O)C(C)(C)O2	x	x	i	26	-0.1%	17%	1.3	84	16%	1%	10%	12%
22	COC1=C(Nc2ccc(OC)cc2)C(=O)c2ccccc2C1=O	7	667	i	51	0.1%	-4%	1.7	56	-3%	-6%	6%	13%
23	CC(=O)N/C(=C\c1ccc(F)cc1)C(=O)NC(Cc1ccccc1)C(=O)O (stereo not given)	-6	694	i	44	0.0%	-9%	-1.9	57	6%	-5%	7%	2%
24	COC(=O)c1cc(CSc2nnc(NC3CCCCC3)s2)oc1C	-2	745	i	21	-0.1%	2%	0.6	90	-2%	-8%	2%	3%
25	O=C(/C=C/N1CCOCC1)c1ccc(-c2ccccc2)cc1	10	784	x	x	-0.1%	5%	0.6	43	1%	-1%	1%	7%
26	CCOC(=O)c1[nH]c(C)c(/C(O)=C2\C(=O)C(=O)N(CCN(C)C)C2c2ccncc2)c1C (stereo not given)	9	767	i	4	0.0%	12%	-1.0	41	28%	4%	-7%	8%
27	CC(=O)c1cccc(NC(=O)C2CC(c3ccc(F)cc3)=NO2)c1 (stereo not given)	6	777	i	4	0.3%	16%	0.8	73	4%	-6%	3%	5%
28	Cc1ccc(-c2noc(CC(c3ccccc3)c3ccccc3)n2)cc1	-5	791	i	10	-0.1%	29%	0.3	89	13%	-4%	-6%	10%
29	Cc1nn(C)cc1CNC(=O)c1cccc(Br)c1	-10	722	i	20	-0.1%	-2%	-1.7	80	10%	-1%	6%	19%
30	CC(C)(C)NC(=S)N/N=C/c1cc(Br)c(O)c(Br)c1	-5	740	i	41	-0.3%	-7%	1.1	36	8%	-1%	-7%	23%

Two entries from above in another layout.
Order of results – Hep lipid drop	Hep lipid drop cells 6.5 µM	T cell modulator	T cell modulator vesicle-bound %	GPR55 beta-arrestin	GPR35 arrestin U2OS	NTR1 agonist	NTR1 agonist cell count 20 µM	GPR55 antagonists	LYP phosphatase	MgcRacGAP inhibition	Large T inhibition
12) Cc1cc(NC(=O)c2ccc(S(=O)(=O)N3CCc4ccccc43)cc2)no1
  -7	732	i	54	-0.3%	-5%	1.7	74	1%	5%	5%	4%
13) Cc1ccc(S(=O)(=O)N2CCN(CC3CC4C=CC3C4)CC2)cc1 (stereo not given)
  1	505	i	48	-0.1%	3%	1.3	56	-5%	-12%	23%	7%

MgcRacGAP inhibition: what is marked active above.
item	SMILES	T cell modulator	T cell modulator vesicle-bound %	GPR55 beta-arrestin	GPR35 arrestin U2OS	GPR55 antagonists	LYP phosphatase	MgcRacGAP inhibition	Large T inhibition
16	CN1CCCCCC1=Nc1ccccc1C#N	i	26	0.0%	-7%	2%	0%	113µM*	-5%

Continued.
cpd	structure	Hep lipid drop	Hep lipid drop cells 6.5 µM	T cell modulator	T cell modulator vesicle-bound %	GPR55 beta-arrestin	GPR35 arrestin U2OS	NTR1 agonist	NTR1 agonist cell count 20 µM	GPR55 antagonists	LYP phosphatase	MgcRacGAP inhibition	Large T inhibition
31	NC(=O)CN1C(=O)C(O)(CC(=O)c2ccccc2O)c2ccccc21 (stereo not given)	-1	758	i	33	-0.4%	0%	x	x	-4%	-6%	20%	27%
32	O=C(NCCc1ccccn1)c1cc2ccccc2o1	-9	736	i	27	-0.4%	2%	-0.1	35	10%	-6%	5%	9%
33	CCCC1O[C@@H]2CC3C4CCC5=CC(=O)C=C[C@]5(C)C4C(OC(C)=O)C[C@]3(C)[C@]2(C(=O)COC(C)=O)O1 (stereo not given in full)	26	715	i	23	1.1%	11%	2.5	90	7%	1%	7%	2%
34	COCCNC(=O)CSc1ccccc1C(=O)O	1	709	i	23	-0.1%	-3%	2.3	42	0%	-1%	5%	4%
35	Cc1c(C(=O)NCC2CCCO2)oc2c(Cl)cccc12 (stereo not given)	x	x	i	46	x	x	0.4	65	x	x	7%	8%
36	O=C(NC1CCCC1)C1CCC(CNS(=O)(=O)c2ccccc2)CC1 (stereo not given)	8	739	i	9	-0.1%	0%	-0.3	58	5%	-9%	10%	0%
37	Cc1nnc(SCC(=O)N/N=C/c2cc(Cl)c(O)c(Cl)c2)s1	-1	621	i	38	0.1%	-4%	3.9	41	1%	-6%	7%	25%
38	CCC(=O)Nc1nn(C)c2nc3c(C)cccc3cc12	-3	770	i	37	-0.1%	-7%	1.6	30	-6%	4%	15%	4%
39	COc1cccc(NC(=O)N2CCC(n3nnc4ccccc43)CC2)c1	10	692	i	18	0.0%	3%	4.3	35	8%	-2%	-6%	18%
40	CCN(CC)C(=O)C(=O)c1cccn1-c1cccc(OC)c1C#N	-12	700	i	51	0.1%	4%	1.7	76	-17%	-6%	5%	18%
41	COc1ccc(C(=O)CSc2ncnc3nc[nH]c23)cc1	-1	725	i	3	0.3%	2%	2.1	45	9%	-5%	6%	6%
42	CC1(C)N=C(/C=N/O)C=[N+]1[O-]	-7	788	i	43	0.0%	-4%	2.1	54	2%	-5%	8%	23%
43	O=C(NCc1ccccc1)c1ccccc1OCC(=O)N1CCCCC1	20	793	i	10	0.1%	1%	3.9	78	5%	-2%	0%	4%
44	CC(NC(=O)c1cccc(OC2CCN(C(=O)C3CC3)CC2)c1)c1ccc(F)cc1 (stereo not given)	-1	845	i	10	-0.1%	-9%	1.6	64	3%	-6%	2%	6%
45	O=C(NC(=S)NCCc1ccccc1)c1ccco1	x	x	i	29	-0.2%	-3%	-1.7	58	19%	-3%	9%	21%
46	COc1ccc(NC(=O)CCN2CCCCCC2)c(OC)c1	x	x	i	34	0.4%	-3%	-2.0	45	0%	-5%	11%	20%

Outcome played no part in choosing rows. About 1.8% of those tested had a hit in this group.
